Assay outcomes as filed in PubChem.
NPR1 activator = GC-A stimulated cGMP production enhancers – HEK293 GC-A cells, cGMP TR-FRET, EC30 ANP, primary screen | Atrial natriuretic peptide receptor 1 (Homo sapiens), P16066 | 0% at EC30 ANP, 100% saturating ANP | activation, % at 10 µM | hit rate 0.14% among 370,000 | AID 1671463, 2021; in the data active means activation above about 40%
ARFGAP1 inh = inhibitors of rat ARFGAP1 GAP activity, primary screen, biochemical, fluorescence polarization, GDP tracer | ADP-ribosylation factor GTPase-activating protein 1 (Rattus norvegicus), Q62848 | Arfgap1-stimulated ARF1 GTP hydrolysis, GDP FP detection | inhibition, % at 16.5 µM | hit rate 0.26% among 360,000;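 active means inhibition above a per-plate limit, mean inhibition of low control wells plus 3 SD, cut at about 25% in these data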;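 further: 0% = DMSO wells with enzyme and 100% = wells lacking Arfgap1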
Target sequence (Q62848 1-136 limits assumed): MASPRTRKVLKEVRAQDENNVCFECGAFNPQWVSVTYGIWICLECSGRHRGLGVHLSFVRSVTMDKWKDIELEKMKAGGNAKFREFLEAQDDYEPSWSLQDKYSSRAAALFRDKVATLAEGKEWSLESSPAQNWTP
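Material: rat Arfgap1 GAP domain (His6, aa 1-136), purified enzyme. Also added: human ARF1(Δ1-17)-GTP substrate. Compound dosing: 16.5 µM single point, 1.26% DMSO. Timing: enzyme reaction 120 min at 25 °C after 20 min preincubation. Signal: GDP detection by fluorescence polarization. Read-out basis: percent inhibition of GAP-stimulated GDP formation, scaled between DMSO and no-Arfgap1 medians.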
ADAM10 inh = human ADAM10 inhibitors, primary screen, biochemical, QFRET, HTS; recombinant ADAM10, EDANS/DABCYL FRET peptide cleavage, 3 h; inhibition, % at 7 µM; hit rate 0.62% among 370,000; AID 720582, 2013;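 active means inhibition above a per-campaign cutoff equal to the mean of compounds falling between control-based bounds plus 3 SD, cut at about 20% in these data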;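 further: 0% = DMSO wells while the 100% control is not disclosed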
ASAP1 inh = inhibitors of human ASAP1 ArfGAP activity, primary screen, biochemical, fluorescence polarization; hit rate 0.19% among 360,000; AID 624377, 2012; Arf-GAP with SH3 domain, ANK repeat and PH domain-containing protein 1 (Homo sapiens), …; inhibition, % at 16.5 µM; ASAP1-stimulated ARF1 GTP hydrolysis, GDP FP detection; in the data active means inhibition above about 25%;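 further: 0% = vehicle with enzyme and substrate and 100% = no enzyme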
DDE Tn6 FP inh = inhibitors of Tn6 peptide binding to fibrin DD(E), primary screen, biochemical, fluorescence polarization, human fibrin, Tn6 probe | Fibrinogen beta chain (Homo sapiens), P02675 | Fibrin DD(E) TRITC-Tn6 fluorescence polarization displacement | inhibition, % at 8.3 µM | hit rate 0.21% among 370,000;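 active means inhibition above a per-campaign cutoff: mean of compounds within control limits plus 3 SD, cut at about 15% in these data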;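 further: 0% = median of all compound wells on the plate and 100% = blocking peptide control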
GC-B act = human GC-B receptor activators, primary screen, HEK293 GC-B cells, cGMP TR-FRET, EC30 CNP; hit rate 0.11% among 370,000; activation, % at 10 µM; 0% at EC30 CNP, 100% saturating CNP; Atrial natriuretic peptide receptor 2 (Homo sapiens), P20594;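 active means activation at 10 µM reaching about 35% in either raw or pattern-adjusted values, limit read from the data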
GAA850 FXN act = FXN promoter activators, primary screen, cell-based, luciferase luminescence, HEK293 lucGAA850; hit rate 0.56% among 360,000; HEK293 lucGAA850 FXN promoter luciferase reporter, 24 h; percent of 10 µM SAHA response; activation, % at 6 µM; AID 540364, 2011;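 active means activation above the average of all compounds screened plus 3 SD, cutoff fixed separately per campaign, cut at about 7.5% in these data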;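 further: 0% = DMSO wells and 100% = 10 µM SAHA wells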
sPLA2-III inh = human group III sPLA2 inhibitors, primary screen, biochemical, QFRET, BODIPY PC-A2 liposome substrate; Group 3 secretory phospholipase A2 (Homo sapiens), Q9NZ20; hit rate 0.56% among 370,000; inhibition, % at 12.2 µM; QFRET BODIPY PC-A2 liposome hydrolysis, fluorescence;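 active means inhibition above mean plus 3 SD of compounds lying within the high and low control bounds, cut at about 19% in these data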;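 further: 0% = median of test compound wells and 100% = no enzyme DMSO wells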
Target sequence (Q9NZ20 whole entry, looked up): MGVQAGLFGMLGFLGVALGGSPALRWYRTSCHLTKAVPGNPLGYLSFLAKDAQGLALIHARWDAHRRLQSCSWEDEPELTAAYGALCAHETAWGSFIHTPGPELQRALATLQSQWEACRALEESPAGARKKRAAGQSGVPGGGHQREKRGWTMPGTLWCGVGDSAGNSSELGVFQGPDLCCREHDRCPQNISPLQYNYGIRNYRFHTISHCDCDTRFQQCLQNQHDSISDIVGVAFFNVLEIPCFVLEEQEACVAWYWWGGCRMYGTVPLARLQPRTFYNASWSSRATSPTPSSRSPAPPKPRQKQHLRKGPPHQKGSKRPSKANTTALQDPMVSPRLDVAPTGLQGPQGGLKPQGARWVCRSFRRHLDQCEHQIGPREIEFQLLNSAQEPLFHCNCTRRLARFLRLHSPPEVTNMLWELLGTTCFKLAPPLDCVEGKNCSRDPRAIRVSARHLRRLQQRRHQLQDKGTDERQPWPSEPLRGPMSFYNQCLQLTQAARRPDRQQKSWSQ
proKLK7 act = proKLK7 zymogen activators, primary screen, biochemical, fluorescence intensity. hit rate 0.9% among 370,000. purified proKLK7, EDANS-DABCYL substrate fluorescence; 100% is mature enzyme control, 0% vehicle. activation, % at 7 µM. Kallikrein-7 (Homo sapiens), P49862;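 active means activation above the mean of all tested compounds plus 3 SD, computed per campaign excluding outliers beyond control limits, cut at about 13% in these data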
Target sequence (P49862 whole entry, looked up): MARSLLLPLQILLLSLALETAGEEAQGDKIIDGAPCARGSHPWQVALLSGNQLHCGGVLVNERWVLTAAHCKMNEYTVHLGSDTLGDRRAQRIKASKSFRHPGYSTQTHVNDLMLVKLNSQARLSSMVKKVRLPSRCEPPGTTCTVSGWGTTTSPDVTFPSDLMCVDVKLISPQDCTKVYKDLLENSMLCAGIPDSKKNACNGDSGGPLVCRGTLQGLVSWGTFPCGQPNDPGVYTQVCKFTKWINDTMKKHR
rCAG RNA binder = binders of r(CAG) RNA repeats, primary screen, biochemical, fluorescence; r(CAG) RNA repeat, TO-PRO-1 dye displacement fluorescence; inhibition, % at 3 µM; hit rate 1.3% among 370,000; AID 651821, 2012;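 active means inhibition above the plate cutoff, the mean of all test compounds on that plate plus 3 SD, cut at about 35% in these data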;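 further: 0% = DMSO alone and 100% = 100 µM mitoxantrone as full dye displacement; higher means more dye released from RNA so lower well fluorescence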
Numbers without * were called inactive; / = no result given.

SMILES | NPR1 activator | ARFGAP1 inh | ADAM10 inh | ASAP1 inh | DDE Tn6 FP inh | GC-B act | GAA850 FXN act | sPLA2-III inh | proKLK7 act | rCAG RNA binder
O=C(NCc1ccccc1Cl)C1CCN(C(=O)c2ccc(F)cc2)CC1 | 5 | 2 | -14 | -4 | 2 | 6 | -1.5 | 6 | -0.1 | -1
COc1ccc([C@H]2/C=C\CN(C(=O)c3ccccc3)[C@@H](C)C(=O)N2Cc2ccc(F)cc2)cc1 | -7 | -10 | 4 | 8 | 14 | -6 | -3.2 | -7 | 0.5 | -3
CCCCN1C(=O)C(CC(=O)NC2CC2)CC(C(=O)N(CC)CC)=C1C (stereo not drawn) | 4 | -6 | 2 | -10 | 2 | -1 | -0.4 | 2 | 0.8 | 0
COc1ccccc1C1C(C(N)=O)=C(C)Nc2nc(CCCO)nn21 (stereo not drawn) | 0 | 9 | 1 | -5 | 4 | 2 | 0.8 | 4 | -0.1 | -2
CC(/C=N\Nc1nnc2c(n1)[nH]c1c(C)cccc12)=C\c1ccco1 | -8 | 5 | 7 | -3 | -15 | -1 | 2.7 | -4 | 0.3 | 21
CCOCCOc1nc2c(c(=O)n(C)c(=O)n2C)n1CCc1ccccc1 | 0 | 9 | 3 | -4 | 1 | -5 | 1.9 | 0 | 0.1 | -7
CCc1cccc(CC)c1NC(=O)CN1CC(C)SC1=NC1CCCCC1 (stereo not drawn) | -13 | -3 | -3 | -8 | 1 | -14 | -1.7 | -3 | 0.0 | -9
Cc1ccc(C(=O)CSc2nsc(C)c2C#N)cc1 | -1 | 2 | 1 | 9 | 1 | 6 | 0.4 | -29 | -0.1 | -3
CCN1CCN(S(=O)(=O)c2ccc(Cl)c(C(=O)NC3CCCC3)c2)CC1 | 0 | -7 | -4 | -3 | -4 | 6 | 2.1 | -2 | 0.4 | -5
Cc1ccc(NC2CCCN(C(=O)c3cnsn3)C2)cc1C (stereo not drawn) | 2 | 11 | -6 | -7 | 2 | -1 | 0.8 | -2 | 0.9 | -4
COc1cc(C2/C(=C(\O)c3ccc4c(c3)CC(C)O4)C(=O)C(=O)N2Cc2ccco2)ccc1O (stereo not drawn) | -4 | -6 | 3 | 5 | 2 | 1 | -2.2 | 0 | -0.3 | 4
CCc1ccccc1NC(=O)C(CC)Sc1nc2cc3c(cc2c(=O)n1Cc1ccco1)OCO3 (stereo not drawn) | -16 | -1 | -1 | 0 | 0 | -11 | -0.3 | -1 | 0.0 | 1
COc1cccc(NC(=O)CN(C)C(=O)CNC(=O)c2ccc(Oc3ccccc3)cc2)c1 | 18 | -2 | 5 | -7 | 2 | 0 | 1.2 | -20 | 1.0 | 2
Cc1cccc(OCCC(=O)NCC(c2ccccc2)N(C)C)c1 (stereo not drawn) | 2 | 8 | -7 | 4 | 6 | 0 | 1.8 | -3 | 0.5 | -8
Cc1c(C)n(CCc2ccccc2)c2ncnc(NN)c12 | -36 | -3 | -26 | -5 | -2 | -2 | 2.9 | 0 | -0.1 | -3
COc1ccc(C(=O)COC(=O)c2ccc(Cl)nc2)c(OC)c1 | -4 | -1 | -20 | -3 | -4 | 1 | 1.2 | 5 | 0.4 | 1
CCOC(=O)N1CCN(C(=O)Cn2ccc3ccccc3c2=O)CC1 | 2 | -3 | -18 | 2 | -5 | 0 | -1.3 | 5 | 0.1 | -1
O=C(/C=C/c1ccc(Cl)cc1)NC1CCS(=O)(=O)C1 (stereo not drawn) | 7 | 3 | -1 | -7 | 1 | 0 | 3.3 | -1 | -0.2 | -2
COC(=O)C[C@@H]1CC[C@H]2[C@@H](COc3ccc(NC(=O)Nc4cccc(F)c4)cc3C(=O)N2C)O1 | 3 | / | -1 | / | 7 | -3 | / | -12 | -0.4 | 6
CC(=O)NCCNc1nc(NC(C)C)nc2ccsc12 | 1 | 4 | -23 | -6 | -3 | 6 | 0.8 | 6 | -0.5 | 1
O=C(Nc1ccccc1)/C(=C/c1ccc(F)cc1)NC(=O)c1ccco1 | 1 | -5 | 6 | 9 | -4 | 0 | -0.9 | 2 | 0.0 | 0
COc1cccc(CCc2nnc(CCC(=O)N3CCCC3c3nccs3)o2)c1 (stereo not drawn) | 2 | 9 | -6 | -3 | -1 | 0 | 0.9 | 7 | -0.1 | -7
CCc1ccc(N2C(=O)C[C@@](C#N)(C(=O)OC)[C@H]2c2ccccc2)cc1 | 1 | / | -4 | / | 0 | -2 | / | -2 | -0.5 | 1
CCC(c1nnnn1Cc1cccs1)N1CCN(c2nc3ccccc3s2)CC1 (stereo not drawn) | -1 | 16 | 5 | 5 | -5 | -6 | -3.1 | -19 | 0.9 | -2
O=C(Cc1ccc(Br)cc1)Nc1cccc(S(=O)(=O)N2CCOCC2)c1 | 1 | -4 | 5 | -4 | 1 | -3 | -0.1 | -22 | -0.3 | 1
Cc1ccc(OCC(=O)c2cc(C)n(Cc3ccco3)c2C)c([N+](=O)[O-])n1 | -1 | 13 | 5 | 0 | 7 | 7 | -5.1 | -4 | 0.5 | -2
Cn1nnnc1SCc1cccc(CSc2nnnn2C)n1 | 3 | -2 | -6 | -8 | 3 | 6 | 1.3 | -2 | -0.3 | -4
COc1ccc(NC(=O)c2cc3nc(-c4ccccc4)cc(C)n3n2)cc1OC | 2 | 19 | -7 | 10 | -4 | 1 | 0.7 | -5 | -0.4 | 7
COC(=O)c1sccc1NC(=O)c1ccc(C)cc1 | -2 | 1 | 6 | 17 | -8 | -3 | 2.3 | 11 | -0.4 | -1
N/C(Cn1cncn1)=N\NC(=O)c1ccc(Cl)cc1Cl | 0 | -7 | -7 | -12 | -9 | 6 | 1.1 | -2 | -0.1 | -1
CCOC(=O)c1ccc(NC(=O)CSCCC(=O)O)cc1 | -2 | 4 | -10 | -3 | 1 | -1 | -0.6 | 3 | -0.1 | 0
COc1ccc(C(=O)n2cnc3ccccc32)cc1[N+](=O)[O-] | -6 | 11 | -2 | 7 | 10 | -2 | 2.3 | -2 | -0.6 | 0
C=C(C)C1CC=C(C)/C(=N/NC(=O)c2cccs2)C1 (stereo not drawn) | -3 | -4 | -23 | -9 | 2 | -1 | 4.7 | 6 | 2.2 | -2
CN(C(=O)CSc1nc(-c2ccc(C(C)(C)C)cc2)c(C#N)c(=O)[nH]1)C1CCCCC1 | -4 | -17 | 8 | -6 | 10 | -2 | 1.2 | -34 | 0.8 | 70*
CN1C(=O)C2(NC(=O)c3ccccc3N2C)c2ccccc21 (stereo not drawn) | 4 | 1 | -14 | -7 | 4 | 3 | 0.2 | 8 | -0.8 | 5
O=C(Nc1cccc(-c2nc3ccccc3s2)c1)c1cc(=O)c2ccccc2o1 | 2 | 7 | 0 | 8 | 2 | 1 | 2.3 | 4 | -0.5 | 3

Three entries from above, arranged by the value under DDE Tn6 FP inh, largest number first.
compound	DDE Tn6 FP inh
Cc1ccc(NC2CCCN(C(=O)c3cnsn3)C2)cc1C (stereo not drawn)	2
CC(=O)NCCNc1nc(NC(C)C)nc2ccsc12	-3
CCOC(=O)N1CCN(C(=O)Cn2ccc3ccccc3c2=O)CC1	-5

Next part.
SMILES | NPR1 activator | ARFGAP1 inh | ADAM10 inh | ASAP1 inh | DDE Tn6 FP inh | GC-B act | GAA850 FXN act | sPLA2-III inh | proKLK7 act | rCAG RNA binder
CCC(C)NC(=O)c1cc(Cl)c(NC(=O)C2=C(C)OCCS2)cc1OC (stereo not drawn) | 7 | 3 | -2 | 3 | 5 | 16 | 1.4 | 2 | 0.9 | -4
COc1ccc(CNS(=O)(=O)c2ccc(OC)cc2)cc1 | 1 | -3 | 10 | 1 | -5 | 1 | 0.9 | 3 | 0.3 | 1
NC(=O)C[n+]1cccc(CNC(=O)c2ccc(OC(F)F)cc2)c1 | 2 | 9 | -7 | -1 | 6 | -1 | 0.1 | 7 | -0.3 | 1
CC(=O)c1cccc(NC(=O)C(C)OC(=O)CCC2CCCCC2)c1 (stereo not drawn) | 0 | 4 | 5 | -6 | -12 | 5 | 0.4 | -10 | 0.3 | -6
OCCNc1ncnc2c1ncn2[C@H]1CN(Cc2ccncc2)C[C@@H](CO)O1 | 4 | -10 | -22 | 8 | 4 | -2 | -0.5 | 2 | 0.3 | 1
COc1ccc(C)cc1N(CC(=O)NC1CCCC1)C(=O)CCC(=O)Nc1cc(C)on1 | -9 | -1 | 1 | 3 | 4 | -4 | -2.0 | -4 | 1.0 | -8
Cc1cc(C)cc(NC(=O)C2CCN(c3nc(C)cc(C)n3)CC2)c1 | 2 | 22 | -4 | 1 | 5 | 5 | 1.5 | -2 | -0.1 | -2
CCC(=O)N1CCC1(C)C(=O)Nc1cccc(Oc2ccccc2)c1 (stereo not drawn) | -5 | 2 | -1 | -4 | 6 | 0 | 0.8 | 6 | 0.4 | 1
O=C(N[C@@H](Cc1ccccc1)C(=O)O)c1ccncc1 | 2 | 9 | -6 | 1 | -6 | 6 | 0.3 | 10 | -0.2 | 3
COc1ccc(OCC(=O)NC2CC(C)(C)NC(C)(C)C2)cc1 | 3 | -4 | 1 | -8 | 6 | 0 | -1.5 | 3 | -0.4 | -2
O=C1C(=O)N(Cc2ccccc2)C(=O)N1CCN1C(=O)c2ccccc2C1=O | 0 | 0 | 0 | 6 | 3 | -2 | 0.3 | 2 | 1.1 | 0
CCS(=O)(=O)N1Cc2ccccc2CC1C(=O)Nc1ncc(C)s1 (stereo not drawn) | -1 | -1 | -3 | 4 | 7 | 0 | -0.1 | -3 | -0.3 | 0
OCc1ccccc1SSc1ccccc1CO | 14 | 2 | -10 | 15 | -4 | 16 | 1.1 | 8 | 0.2 | -5
NC(N)=Nc1nc2ccc(Br)cc2c(=O)[nH]1 | 4 | 1 | -2 | 5 | -1 | -3 | 1.4 | 1 | -0.1 | -1
O=C(NCCc1ccncc1)C(F)(F)F | 1 | 2 | -11 | 6 | -3 | 5 | -3.2 | 12 | -0.2 | 0
CNc1ccc(Cl)cc1S(=O)(=O)c1ccccc1[N+](=O)[O-] | 0 | 0 | -8 | 7 | -1 | -7 | / | 5 | -0.1 | 2
CC(OC(=O)c1ccccc1O)C(=O)Nc1ccc(Cl)cn1 (stereo not drawn) | 3 | 5 | 2 | -1 | -8 | 2 | 2.9 | 1 | 1.7 | -1
